Assay outcomes deposited in PubChem by several laboratories.
M1AAP inhibition: P. falciparum M1AAP inhibitors, biochemical, fluorogenic H-Leu-NHMec substrate, 1536-well (AID 1445). one-dose inhibition, % at 30 µM; IC50 in µM for titrated hits. 220,000 compounds, 0.42% hits. recombinant M1AAP, H-Leu-NHMec fluorogenic kinetic assay; higher % means a stronger effect;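 active = primary inhibition above the hit cutoff, then over 50% inhibition at one or more dose response concentrations, cut at about 23% in these data, passing the limit was not always enough; inconclusive = conflicting primary data, or primary hits not chosen for dose response; inactive = low primary inhibition, or under 50% at every dose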;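 also: plate controls were DMSO full reaction for no effect and no enzyme background for full effect; strong numbers were not always called active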
Yfh1-off respiration: enhancers of respiration in Yfh1-depleted yeast, dose response, Friedreich's ataxia, plus single-dose screen (AID 1465); 220,000 compounds, 0.074% hits; S. cerevisiae Yfh1-off respiration, WST-1 reduction, 72 h; higher fold induction means a stronger effect; fold induction at 50 µM, or EC50 in µM where a hit was titrated;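 active = fold induction of absorbance versus untreated yeast above a set limit, then at least 30% activation at any dose in follow-up; inconclusive = repeats straddling the limit, or above it without dose testing; inactive = fold induction below the set limit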;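 also: activators that raise dye reduction in frataxin-depleted yeast; strong numbers were not always called active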
WT yeast gro inh: growth inhibition of WT yeast, mitochondrial fusion screen | mitochondrial fusion phenotypic screen, WT strain | AID 1362 | 190,000 compounds, 2.1% hits | inhibition, % at 10 µM; in the data active = inhibition above about 58%; tested in S. cerevisiae
MT stabilize HCS: microtubule stabilization, imaging screen; 200,000 compounds, 0.83% hits; AID 2205; % tubulin-high responders, % at 10 µM; HeLa tubulin immunostaining HCS, 24 h; share of cells brighter than vehicle mean+2SD;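 active = plate Z-score above 3 for both tubulin-high and condensed-nucleus cell shares, with cell loss under 80%, at 10 µM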;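 also: anti alpha tubulin signal scored within the nucleus-defined area of each cell; some results filed as inactive read as strong as hits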
bCat nuc transl: modulators of beta-catenin nuclear translocation | HeLa beta-catenin nuclear translocation, immunofluorescence imaging | AID 1665 | nuclear translocation activity, % at 5 µM | 190,000 compounds, 0.3% hits;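 active = nuclear translocation activity above 50% at 5 µM, with a well cell count of 50 or more; inconclusive = wells under 50 cells across six images, flagged as toxic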;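 also: per-cell ratio of nuclear to cytoplasmic median beta-catenin stain intensity; plate controls were DMSO negative control for no effect and GSK-3 inhibitor IX positive control for full effect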
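Test system: human HeLa cells, native beta-catenin. Compound dosing: 5 µM primary single dose, 0.1% DMSO, 0.02–20 µM confirmation series. Incubation: compound exposure 24 h at 37°C. Detection: beta-catenin immunostaining with DAPI counterstain, 20x imaging, 6 fields/well. Read-out basis: Nuclear/cytoplasmic beta-catenin signal ratio, % activation.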
Dynein transport: dynein cargo transport inhibition; 3617.4 mouse cells, GR-EGFP nuclear translocation imaging; test concentration mostly 20 µM; stimulated with dexamethasone, 1 µM; active compounds read low; z-score, hits read low; 220,000 compounds, 0.47% hits; AID 1381;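 active = plate z-score of nuclear minus cytoplasmic receptor signal below a set negative limit, without overly bright fluorescence or cell loss, cut at about -3.5 in these data, passing the limit was not always enough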;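 also: z-score of nuclear minus cytoplasmic ring GR-EGFP intensity difference per well; some compounds called inactive have numbers as strong as hits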
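Buffer or medium: Induction medium lacking tetracycline, stripped serum | Also added: Dexamethasone agonist, 1.0 µM final, for 30 min | Timing: 48 h induction, 1 h compound, 30 min dex at 37 °C | Detection: Formaldehyde fixation, Hoechst nuclear stain, 10x automated fluorescence imaging | Measure: Nuclear versus cytoplasmic GR-EGFP signal, averaged per well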
P. falciparum M17LAP: P. falciparum M17LAP inhibitors, primary screen, biochemical, fluorogenic H-Leu-NHMec substrate, 1536-well (AID 1619); recombinant M17LAP, H-Leu-NHMec fluorogenic kinetic assay; higher % means a stronger effect; one-dose inhibition, % at 30 µM; IC50 in µM for titrated hits; 220,000 compounds, 0.38% hits;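 active = compound inhibiting the enzyme by more than half at any dose during confirmatory dose-response retesting; inconclusive = strong single-dose inhibitors picked by rank but not retested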;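 also: plate controls were full reaction with DMSO carrier for no effect and no enzyme background for full effect; strong numbers were not always called active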
Autophagy HCS: autophagy modulation, high-content screen; MEF GFP-LC3 puncta imaging; test concentration mostly 10 µM; calls only at 10 µM (by protocol); 190,000 compounds, 0.98% hits;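 active = percentage of spot-positive cells more than 3 SD above its plate mean, without a fluorescence outlier flag or 80% toxicity; inconclusive = no clear call, values can overlap the other calls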;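 also: spot-positive cell cutoff set from DMSO-treated cells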
T cell modulator: T cell immune modulation candidate | 2C CD8+ T cell-vesicle binding, flow cytometry; active compounds read low | 330,000 compounds, 0.068% hits | calls only at 7 µM;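 active = response, share of CD8 T cells binding vesicles, and their 90th percentile fluorescence all below set limits, cut at about 80% in these data, passing the limit was not always enough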
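Assay system – 2C mouse CD8+ T cells · Also added – QL9-loaded Drosophila micro-vesicles · Timing – Cell–vesicle co-incubation 1.5 h at 37 °C, staining 20 min on ice · Signal – flow cytometry of vesicle-bound cells · Measure – percent CD8+ FL2 mean versus row control · Controls – Peptide-free naked vesicles (low) and QL9 vesicles with 0.7% DMSO vehicle (high)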
WT yeast gro inh mutant strain: second read-out of WT yeast gro inh, no call of its own (marks repeat the call); inhibition, %; mitochondrial fusion phenotypic screen, mutant strain inhibition
Dynein transport cytoplasmic EGFP: also measured in Dynein transport; calls as there; z-score; measured here: cytoplasmic GR-EGFP intensity; active compounds read high
Dynein transport nuclear GR-EGFP: recorded beside Dynein transport, whose call it bears; z-score; measured here: nuclear GR-EGFP intensity;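 lower value marks the stronger effect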
Dynein transport cell count: further read-out of Dynein transport, marked with its call; z-score; measured here: cell count per field
bCat nuc transl cell count 5 µM: also measured in bCat nuc transl; calls as there; cell count; measured here: cell count, cytotoxicity flag
T cell modulator vesicle-bound %: recorded beside T cell modulator, whose call it bears; double positive events, %; measured here: CD8+ vesicle-bound cell fraction;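 binding gate set so that unloaded-vesicle control wells show 10% double positive cells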
MT stabilize HCS Hoechst-high %: second read-out of MT stabilize HCS, no call of its own (marks repeat the call); % Hoechst-high responders; measured here: nuclear condensation Hoechst responders;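 share of cells brighter than vehicle mean plus two SD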
MT stabilize HCS cytotoxicity %: recorded beside MT stabilize HCS, whose call it bears; toxicity, %; measured here: cytotoxicity by cell density;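 0% = mean cell density of plate MIN control wells and 100% = no cells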
Autophagy HCS cell loss 18 h: further read-out of Autophagy HCS, marked with its call; toxicity, %; measured here: cell loss, nuclei count;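 cell loss after 18 h compound exposure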
Numbers without * were called inactive; i = inactive; ? = inconclusive; . = no result given.

SMILES	P. falciparum M17LAP	WT yeast gro inh mutant strain	Dynein transport nuclear GR-EGFP	Dynein transport cell count	bCat nuc transl cell count 5 µM	Dynein transport	MT stabilize HCS Hoechst-high %	T cell modulator	M1AAP inhibition	Dynein transport cytoplasmic EGFP	Yfh1-off respiration	WT yeast gro inh	Autophagy HCS	T cell modulator vesicle-bound %	MT stabilize HCS cytotoxicity %	MT stabilize HCS	Autophagy HCS cell loss 18 h	bCat nuc transl
COc1cc(/C=C2\CC/C(=C\c3cc(OC)c(O)c(OC)c3)C2=O)cc(OC)c1O	17%	-14	-0.84	-0.29	555	-1.5	2.3	i	6%	0.12	?	-9	i	57	6.5	3.2	27	4.4
Cc1nn2c(N3CCN(C)CC3)c3c(nc2c1-c1ccccc1)CCCC3	20%	.	-0.11	0.74	1199	-0.077	.	i	62µM*	-0.23	i	.	.	12	.	.	.	-4.3
CCSc1nc(C)c(CC)c(C)c1C(N)=O	2%	-10	-0.33	1	1109	0.036	1.3	i	2%	-0.17	i	-11	i	43	4.5	3.1	13	-0.4
COc1ccc(S(=O)(=O)N2CCN(c3nc4ccccc4nc3-n3nc(C)cc3C)CC2)cc1	3%	-4	0.94	-0.52	1045	0.86	7.2	.	3%	0.035	i	8	i	.	87	17	-2	-0.1
O=C(C1=C[C@@H](C2CCCCC2)C[C@@H](OCc2ccc(CO)cc2)O1)N1CCOCC1	2%	0	0.19	0.53	1168	-0.24	1.3	i	-2%	0.028	i	0	i	52	3.9	5.4	2	-3.5
CC1(C)C(c2cccs2)=[N+]([O-])C2(CCCCC2=O)N1O (stereo unspecified)	0%	13	-0.38	0.78	925	-1	2.6	i	6%	-0.28	i	-6	i	56	5.2	2.6	5	0.4
CC1CCC(NC(=O)CN2CCC(n3nnc4cc(F)ccc43)CC2)CC1 (stereo unspecified)	36%	12	0.13	0.1	1171	-0.28	4.0	i	-3%	-0.15	i	18	i	35	8.5	4.3	9	-0.8
CC(=O)Nc1ccc(S(=O)(=O)NCCc2ccc(F)cc2)cc1	-5%	-4	0.29	0.46	1346	-0.72	1.6	i	-2%	-0.16	i	8	i	12	6.2	1.9	-21	-1.4
CCOC(=O)c1c(N)sc2c1CCSC2	0%	0	-0.023	0.44	.	-0.13	2.4	i	15%	-0.039	i	-3	i	7	6.9	3.4	4	.
Cc1ccc(C(=O)C(OC(=O)CN2C(=O)c3ccccc3C2=O)c2ccccc2)cc1C (stereo unspecified)	12%	-42	-0.42	1.7	1317	-0.86	1.4	i	-2%	-0.21	i	2	i	33	0.6	2.4	-5	-1.6

The list goes on.
SMILES	P. falciparum M17LAP	WT yeast gro inh mutant strain	Dynein transport nuclear GR-EGFP	Dynein transport cell count	bCat nuc transl cell count 5 µM	Dynein transport	MT stabilize HCS Hoechst-high %	T cell modulator	M1AAP inhibition	Dynein transport cytoplasmic EGFP	Yfh1-off respiration	WT yeast gro inh	Autophagy HCS	T cell modulator vesicle-bound %	MT stabilize HCS cytotoxicity %	MT stabilize HCS	Autophagy HCS cell loss 18 h	bCat nuc transl
O=C(CCn1c(=O)sc2ccccc21)NC1=NCCS1	-3%	3	0.41	-0.74	1140	-0.22	2.7	.	3%	-0.19	i	4	i	.	23	2.5	7	0.3
CC(C)[N+]1=C2C=CC=CC=C2SC12C([N+](=O)[O-])=CC(=[N+]([O-])[O-])C=C2[N+](=O)[O-] (stereo unspecified)	14%	.	-0.16	0.14	1239	-0.4	.	i	9%	-0.2	i	.	.	36	.	.	.	-0.2
COc1cccc(=O)c2c(C)n(-c3cc(C)cc(C)c3)c(C)c12	4%	-1	-0.29	0.64	1308	-0.43	1.8	i	11%	-0.03	i	13	i	55	5.1	1.2	-2	0.3
Cc1ccc(S(=O)(=O)N(C)C)cc1NC(=O)c1ccc(OC(F)(F)F)cc1	0%	13	-0.3	0.38	963	-0.56	1.1	i	1%	-0.25	i	3	i	4	5.6	5.9	-13	0.3
COc1ccc(CCNc2nc(-c3sc(N)nc3C)cs2)cc1OC	16%	2	0.59	-1.3	1162	0.077	4.4	i	5%	-0.094	?	-8	i	17	11	4.2	2	-0.9
CCOC(=O)c1ccc(Oc2nc(NC)nc(SC)n2)cc1	-8%	0	-0.22	0.51	1156	-0.63	1.2	i	2%	-0.2	i	0	i	36	3.0	1.4	43	-1.0
S=C(Nc1cccc(Cl)c1Cl)N1CCC2(CC1)OCCO2	-3%	-8	-0.16	-0.58	981	-0.097	1.4	i	1%	-0.31	i	0	i	1	3.8	1.0	3	-2.5
CCCCCC(=O)Nc1nc(C)c(-c2csc(Nc3ccccc3OC)n2)s1	1%	37	0.41	-0.44	801	0.25	14	i	6%	-0.21	i	49	i	32	21	26	-28	12
CSc1nc(C2CC2)cc(-c2cccs2)c1C#N	4%	10	1.2	-2.2	1438	1	3.0	i	-3%	0.0045	i	0	i	64	5.3	4.3	6	2.1
CCCCC1CCC(/C(N)=N/O)CC1 (stereo unspecified)	4%	29	1.2	-1	676	2.2	2.0	i	-3%	-0.16	i	22	i	14	7.4	5.3	-9	-2.2

(continued)
SMILES	P. falciparum M17LAP	WT yeast gro inh mutant strain	Dynein transport nuclear GR-EGFP	Dynein transport cell count	bCat nuc transl cell count 5 µM	Dynein transport	MT stabilize HCS Hoechst-high %	T cell modulator	M1AAP inhibition	Dynein transport cytoplasmic EGFP	Yfh1-off respiration	WT yeast gro inh	Autophagy HCS	T cell modulator vesicle-bound %	MT stabilize HCS cytotoxicity %	MT stabilize HCS	Autophagy HCS cell loss 18 h	bCat nuc transl
COc1ccc(OC)c(NC(=O)CN(C)S(=O)(=O)c2ccc(Cl)cc2)c1	2%	1	0.14	0.67	1541	-0.72	2.5	i	13%	-0.3	i	-14	i	30	3.4	3.8	10	-0.2
Cc1ccc2oc(-c3ccccc3)nc2c1	-11%	4	-0.17	0.67	1195	-0.75	1.1	i	-3%	-0.15	i	-10	i	15	8.6	1.9	3	-0.2
CCCCOc1ccc(NC(=O)Nc2nnc(C)s2)cc1	3%	.	-0.93	1.7	1026	-1.3	.	i	0%	-0.26	i	.	.	53	.	.	.	2.7
COc1cc(OC)c(OC)cc1/C=N/n1c(C)nnc1C	12%	11	-0.21	0.19	1035	-0.2	1.9	i	4%	-0.41	i	7	i	24	7.2	4.0	0	-6.8
C[C@]12C=CC(=O)C=C1CCC1C3CC[C@](O)(C(=O)CO)[C@@]3(C)CC3OC312 (stereo partly specified)	0%	-1	-1	1.4	.	-1.2	2.2	i	6%	-0.29	i	-10	i	39	6.4	2.1	-6	.
CN(c1ccccc1C(=O)Nc1ccc(F)c(Cl)c1)S(C)(=O)=O	3%	5	-0.23	0.54	1457	-1.3	2.6	i	-1%	-0.35	i	25	i	22	6.3	2.5	16	0.0
O=C(NN1C(=O)C2C3C=CC(C3)C2C1=O)c1ccncc1 (stereo unspecified)	6%	0	-0.1	-0.21	527	-0.31	2.0	i	7%	-0.15	i	5	i	54	4.9	5.6	-39	0.3
O=C(c1ccccc1)c1cnc2ccc(Cl)cc2c1N1CCOCC1	-2%	9	0.13	-0.22	989	-0.26	8.7	i	6%	-0.29	i	-14	i	64	12	8.0	7	0.1
NC(=O)C1(N2CCCCC2)CCN(C(=S)NC2CCCC2)CC1	0%	-2	1.5	-0.9	1025	1.2	1.5	i	3%	-0.27	i	0	i	6	6.6	4.7	24	-5.1
Cc1cc(C)cc(NC(=O)CCn2cnc3cc(C)c(C)cc32)c1	2%	-3	0.98	-1.5	1071	1	1.2	i	2%	-0.12	i	6	i	42	3.5	2.9	3	-1.1
CN(C)CCCN(CCCNC(=O)/C=N/O)Cc1ccccc1	-3%	5	-0.56	-0.3	1040	-0.81	1.6	i	5%	-0.15	i	-6	i	39	5.5	3.1	3	-2.0
CC(=O)N1CCc2cc(S(=O)(=O)CCC(=O)NCc3ccco3)ccc21	17%	-9	-0.44	0.69	1105	-0.76	1.7	i	3%	-0.23	i	-16	i	45	0.5	2.0	14	-0.3
CCOC(=O)c1c(-c2ccccc2)csc1/N=C/C1C(=O)CCCC1=O	45%	-1	0.37	-0.63	937	0.42	1.8	i	14%	-0.11	i	5	i	61	7.2	2.0	-1	0.7
